Ba/F3 V617F tox: loss of viability in JAK2V617F-driven Ba/F3 cells; Ba/F3 EpoR-JAK2V617F viability, ATP luminescence; inhibition, % at 5.6 µM; 1.1% of 220,000 active;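 active = inhibition above the campaign mean plus 3 SD over all tested compounds, cut at about 24% in these data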;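 also: cytokine-independent growth of Ba/F3 cells driven by EpoR plus mutant JAK2; 0% = DMSO-treated cells and 100% = JAK inhibitor I control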
NPY Y1 blocker: NPY-Y1 (human) receptor antagonism. P25929. HEK293-CNG Y1 cells, membrane potential fluorescence; NPY at EC95, then isoproterenol. inhibition, % at 3.6 µM. 1% of 200,000 active. AID 1040;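 active = inhibition above the campaign mean inhibition of all tested compounds plus 3 SD, cut at about 20% in these data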;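 also: 0% = DMSO wells given NPY plus isoproterenol and 100% = isoproterenol alone without NPY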
Target sequence (P25929 whole entry, looked up): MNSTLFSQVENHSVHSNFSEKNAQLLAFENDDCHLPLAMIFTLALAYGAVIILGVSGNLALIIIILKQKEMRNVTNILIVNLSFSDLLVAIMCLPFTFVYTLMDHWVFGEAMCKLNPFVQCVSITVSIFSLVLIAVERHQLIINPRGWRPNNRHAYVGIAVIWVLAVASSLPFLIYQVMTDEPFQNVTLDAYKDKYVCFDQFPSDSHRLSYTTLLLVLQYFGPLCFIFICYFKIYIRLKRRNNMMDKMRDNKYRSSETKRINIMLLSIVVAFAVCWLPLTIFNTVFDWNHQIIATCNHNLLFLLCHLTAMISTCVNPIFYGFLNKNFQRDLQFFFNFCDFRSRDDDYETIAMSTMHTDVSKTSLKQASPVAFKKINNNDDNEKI
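Material: HEK293 cells with Y1 receptor plus CNG channel; times: compound incubation 1 h at room temperature, readout 45 min post-stimulation; signal: fluorescence, membrane potential probe; read-out basis: fluorescence ratio normalized to % inhibition between controls; benchmarks: full-block control isoproterenol-only wells, zero-block control NPY plus isoproterenol wells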
NPY-Y1 PAM-ag: human NPY-Y1 potentiation or agonism, primary screen | P25929 | NPY-Y1 expressing cells, potentiator/agonist activation | activation, % at 3.6 µM | 0.37% of 220,000 active | AID 1304; in the data active = activation above about 33%, passing the limit was not always enough;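 also: cells stimulated with NPY at EC10 then isoproterenol at EC100; 0% = low agonist plus stimulus and 100% = saturating agonist plus stimulus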
BaF3 tox: parental Ba/F3 viability inhibition as JAK2V617F counter-screen; AID 1486; 1.1% of 220,000 active; inhibition, % at 5.6 µM; CellTiter-Glo ATP luminescence;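 active = inhibition above a per-campaign cutoff, the mean inhibition of all tested compounds plus 3 SD, cut at about 27% in these data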;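 also: 0% = DMSO wells and 100% = JAK Inhibitor I control wells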
S1P4 ag: agonists of human S1P4 receptor; 0.35% of 220,000 active; AID 1509; O95977; activation, % at 4.98 µM; S1P4-expressing cell line, agonist reporter assay; in the data active = activation above about 11%;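 also: 0% = DMSO vehicle and 100% = reference agonist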
Target sequence (O95977 whole entry, looked up): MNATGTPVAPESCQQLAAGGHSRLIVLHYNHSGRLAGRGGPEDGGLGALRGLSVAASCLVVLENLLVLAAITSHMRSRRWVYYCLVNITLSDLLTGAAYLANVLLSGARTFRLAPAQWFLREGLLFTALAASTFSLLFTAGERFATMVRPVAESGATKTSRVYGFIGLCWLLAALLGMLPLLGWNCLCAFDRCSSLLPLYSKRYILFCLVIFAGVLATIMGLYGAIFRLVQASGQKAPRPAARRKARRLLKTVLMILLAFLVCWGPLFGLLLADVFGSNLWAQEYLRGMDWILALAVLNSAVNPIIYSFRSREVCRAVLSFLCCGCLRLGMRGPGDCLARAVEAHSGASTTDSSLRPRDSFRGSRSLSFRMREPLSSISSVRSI
RBBP9 inh: inhibitors of human serine hydrolase RBBP9; 0.2% of 220,000 active; O75884; inhibition, % at 7.94 µM; recombinant RBBP9, FP-Rh probe fluorescence polarization;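 active = inhibition above the campaign mean of all tested compounds plus 3 SD, cut at about 14% in these data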;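 also: plate controls were DMSO wells with RBBP9 for no effect and wells lacking RBBP9 protein for full effect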
Target sequence (O75884 whole entry, looked up): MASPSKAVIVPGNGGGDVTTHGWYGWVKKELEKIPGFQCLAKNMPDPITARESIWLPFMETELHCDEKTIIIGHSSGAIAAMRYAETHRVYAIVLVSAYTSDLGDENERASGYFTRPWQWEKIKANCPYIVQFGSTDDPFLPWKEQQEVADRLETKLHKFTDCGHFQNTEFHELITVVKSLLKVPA
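System: RBBP9 protein | Quantity: 2.5 µM RBBP9 dispensing solution, before mixing | Reagent: FP-Rh probe, 375 nM dispensing solution | Timing: Enzyme-compound preincubation 30 min, then probe labeling 45 min, 25 °C | Measured by: Fluorescence polarization | Read-out: % inhibition | Replication: One well per compound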
Runt-CBFb FRET: blocks binding of human RUNX1 Runt domain to CBFb; Q01196+Q13951; Cerulean-Runt/Venus-CBFb FRET ratio 530/480, 1 h; inhibition, % at 20 µM; 0.46% of 220,000 active; AID 1496;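 active = inhibition over about 50% at 20 µM in the single-dose screen, limit read from the data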;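 also: 0% = DMSO wells and 100% = excess unlabeled CBFb competitor control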
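Doses: 20 µM compound in 1% DMSO | Material: Cerulean-labeled Runt domain protein | Amount: Each fluorescent fusion protein 100 nM | Schedule: Two 1 h room-temperature incubations shielded from light | Measured by: FRET fluorescence | Evaluation: Loss of energy transfer signal | Controls: Unlabeled CBFb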
S1P4 antag: human S1P4 receptor antagonism. O95977. S1P4-expressing cells, antagonist mode, reporter read-out. inhibition, % at 4.98 µM. 0.26% of 220,000 active. AID 1510; in the data active = inhibition above about 29%;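 also: 0% = wells stimulated with agonist and 100% = vehicle wells without agonist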
NPY-Y2 PAM-ag: potentiates or activates human NPY-Y2 receptor. P49146. cells expressing NPY-Y2, potentiator/agonist read-out. activation, % at 3.6 µM. 0.45% of 220,000 active. AID 1359; in the data active = activation above about 27%;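 also: cells stimulated with NPY near EC25 plus isoproterenol at EC100; 0% = vehicle plus submaximal agonist and 100% = vehicle plus saturating agonist; some results beyond the cut were filed as inactive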
* marks the source's active call; other numbers are inactive results; / = no result given. Rows were taken by chance; any-hit rate near 3.6%.

SMILES | Ba/F3 V617F tox | NPY Y1 blocker | NPY-Y1 PAM-ag | BaF3 tox | S1P4 ag | RBBP9 inh | Runt-CBFb FRET | S1P4 antag | NPY-Y2 PAM-ag
CCOc1ccc(N2CCCn3c2nc2c3c(=O)n(CCc3ccccc3)c(=O)n2C)cc1 | 5 | -1 | -8 | 11 | -1.5 | -4 | -4 | -9 | -2
CCCCC(C(=O)OCC(=O)c1ccc(OC)cc1)N1C(=O)c2ccccc2C1=O (configuration not stated) | 0 | -2 | -12 | 3 | -2.9 | -7 | -2 | 6 | 7
Cc1ccc(S(=O)(=O)NN2C(=O)c3ccccc3NC2c2ccccn2)cc1 (configuration not stated) | 0 | 0 | 6 | 2 | 1.1 | -1 | 2 | -6 | -6
C/C(CC(=O)Nc1ccc(Cl)cc1Cl)=N\NC(=O)c1ccco1 | 4 | 3 | -8 | 9 | 0.4 | -1 | 0 | 1 | -5
S=C(NC1CCCCC1)N1CCN(C2CCCCC2)CC1 | -3 | 6 | -13 | 4 | -1.6 | 2 | 2 | -19 | -29
Cc1c(Cl)cnc(NC(=O)COC(=O)C(NC(=O)c2ccco2)C(C)C)c1Cl (configuration not stated) | -5 | -2 | -16 | -1 | 2.2 | -2 | 3 | -13 | -2
CCOC(=O)c1nn(-c2ccccc2C)c(=O)c2c(N)scc12 | 2 | -3 | -3 | 4 | -0.5 | -5 | 19 | -18 | -7
O=C(CC1(C(=O)O)CCCC1)N1CCOCC1 | 0 | 7 | -4 | 4 | -0.1 | -2 | 0 | -16 | 4
FC(F)Oc1ccc(-n2cc(-c3ccccc3)[n+]3c2CCCCC3)cc1 | 65* | / | -13 | 63* | 1.8 | 5 | 0 | 11 | -15
Cc1cc(NC(=O)COC(=O)C2CCC2)no1 | 2 | -3 | 20 | 6 | 0.6 | -2 | -1 | -13 | 6
Cc1ccc(S(=O)(=O)C2C(=O)N(C)C3(C)CC2c2ccccc2O3)cc1 (configuration not stated) | 2 | -1 | -34 | 1 | 0.8 | -9 | -1 | -8 | -6
CCCCCCOc1ccc(N2C(=O)CC(N3CCN(C(=O)c4ccco4)CC3)C2=O)cc1 (configuration not stated) | 1 | -2 | 5 | 2 | 1.4 | -8 | -2 | -8 | 5
Cc1ccccc1NS(=O)(=O)c1cc(C(N)=O)ccc1C | -4 | 7 | -17 | 0 | 1.2 | -4 | 0 | 3 | 4
CCOc1cccc(C(=O)Nc2ccccc2OC(F)F)c1 | -2 | 10 | -22 | 3 | 1.1 | 0 | -2 | -11 | 6
O=[N+]([O-])CC(=Nc1ccc(F)cc1)N/N=C\c1oc(O)c2ccccc12 | -2 | / | 22 | -6 | -1.3 | -4 | -4 | -1 | 16
CCn1c(/C=C/c2ccccc2C)nc2ccccc2c1=O | -4 | / | -8 | 0 | 1.5 | -12 | -1 | 9 | -21
CC(C)CCNC(=O)CCc1nnc(COc2ccccc2)o1 | 0 | 2 | 4 | 81* | 1.7 | 6 | 0 | -6 | -19
CCCc1cc(=O)[nH]c(Nc2ccc3c(c2)OCCO3)n1 | 3 | -4 | 3 | 11 | -0.5 | -4 | -2 | -5 | 0
CC(NC(=O)COc1ccccc1)C(c1ccccc1)N1CCN(C)CC1 (configuration not stated) | 1 | -5 | -8 | -2 | -1.3 | -8 | -7 | -13 | -8
CCOC(=O)c1c(CCl)nc2ccccc2c1C | 3 | -2 | -7 | 0 | 1.6 | -7 | 1 | -14 | 5
CCOC(=O)c1cnc2c(c(C)nn2CC)c1Cl | 2 | -2 | 14 | 7 | 0.7 | -4 | 2 | -23 | -9
CCNc1nc(NC(C)(C)C)nc(N2CCCCC2)n1 | -1 | -3 | 50* | 5 | -0.5 | 11 | 0 | 44* | 30*
CC(=O)Nc1ccccc1OC(C)C(=O)N1CC(C)CC(C)C1 (configuration not stated) | -2 | / | 20 | 2 | -1.5 | 5 | 2 | 6 | 8
CCn1nnc(NC(=O)Cc2ccc(Cl)cc2)n1 | -5 | -1 | 1 | -2 | 2.5 | -4 | 2 | 7 | 9
C/C(=N/NC(=O)c1ccc2nc[nH]c2c1)c1cccs1 | -4 | 9 | -12 | 0 | 0.0 | -4 | 3 | -11 | 2
O=C(C1CCN(S(=O)(=O)c2ccccc2)CC1)N(CCc1ccccc1)Cc1ccco1 | 0 | 5 | 23 | 5 | 2.1 | -9 | -1 | -1 | 5
CC(C)CCN1C(=O)c2ccc(C(=O)NCC3CCCO3)cc2C1=O (configuration not stated) | -5 | 6 | 5 | -1 | 2.0 | 5 | -2 | 12 | 3
CCOC(=O)CNC(=O)CSc1nc(Cc2cccs2)nc2ccccc12 | -2 | 1 | -3 | 6 | -3.4 | -6 | 0 | -2 | -5
Cc1cccc(C)c1NC(=O)c1c(C)nn(-c2ccccc2)c1Cl | 0 | 32* | -1 | 2 | 1.6 | 0 | 1 | -8 | 11
Cc1ccc(N2CCN(C(=O)N3CCCC3)CC2)cc1Cl | -1 | 13 | 9 | 2 | 1.9 | 8 | 1 | 3 | 0
O=C(Cn1cnc2ccccc2c1=O)NCCC(=O)N1CCN(Cc2ccccc2)CC1 | 1 | -2 | -1 | 5 | -0.9 | 4 | 0 | -1 | 11
O=C(Cn1cc2c(n1)CCCC2)N1CCCC1 | -1 | 4 | 1 | 2 | 0.3 | -5 | 0 | -21 | 2
CCn1ccnc1CN1CCc2c([nH]c3ccccc23)C1C1CCCCC1 (configuration not stated) | 1 | 8 | 0 | 5 | 1.8 | 3 | / | 7 | -20
CSc1nsc(SCc2cnc(C)nc2N)n1 | 0 | 0 | -12 | 8 | -0.8 | -4 | 0 | -2 | 1
CN1CCN(S(=O)(=O)c2ccc(NC(=O)C3CCCO3)cc2)CC1 (configuration not stated) | -3 | 4 | -2 | 1 | 3.8 | 7 | 0 | 9 | -5
Cc1ccc(S(=O)(=O)Nc2ccc(C(=O)Nc3ccncc3)cc2)cc1 | 6 | -3 | -28 | 9 | 0.2 | -3 | -3 | 0 | -12
O=C(/C=C/Nc1ccc(F)c(Cl)c1)c1ccco1 | 7 | -4 | -5 | 5 | 1.9 | 0 | 21 | -6 | -8
CN(C)S(=O)(=O)c1ccc(Cl)c(NC(=O)COc2ccccc2[N+](=O)[O-])c1 | 0 | 0 | 14 | 4 | 0.5 | -8 | 0 | -7 | 4
S=c1[nH]nc(-c2ccco2)n1/N=C/c1ccc(Cl)cc1Cl | 1 | 6 | 3 | 4 | 1.1 | -7 | 4 | -12 | -9
O=C(O)CC(CC(=O)Nc1ccc(F)c(Cl)c1)c1ccc(Cl)cc1Cl (configuration not stated) | -4 | / | -2 | 2 | -0.1 | -3 | -2 | -14 | -11
CCOC(=O)N1CCN(CC(=O)c2ccc3c(c2)CCN3C(C)=O)CC1 | 0 | 7 | -18 | 9 | 1.1 | -8 | 1 | -11 | -2
CC(/C=C/c1ccccc1)=N/NC(=O)c1nc2nc(C)cc(C)n2n1 | 0 | -1 | 18 | 5 | 3.2 | -11 | -1 | -35 | 10
O=C(NCCc1ccccc1)C1c2ccccc2C(=O)N1C1CC1 (configuration not stated) | -2 | -1 | 9 | 5 | 0.0 | -3 | 1 | 2 | 20
Cc1cc(C(=O)NNC2CC(=O)N(c3ccc4ccccc4c3)C2=O)c(C)o1 (configuration not stated) | 0 | 5 | -12 | 0 | 0.9 | -10 | 1 | -21 | -1
Cc1csc2nc(CNS(=O)(=O)N(C)C)cn12 | -4 | 2 | 26 | 10 | 0.2 | -10 | 2 | -12 | 5
CCC1CCC(NC2CCCCNC2=O)CC1 (configuration not stated) | 4 | -2 | 10 | 4 | 2.7 | -3 | 1 | -5 | 2
O=C1NCCCC1C(=O)Nc1cccc(C(F)(F)F)c1 (configuration not stated) | 0 | -1 | -1 | 6 | 0.0 | -1 | 0 | 5 | -11
Cc1cc(N2CCCCC2C)nc(-c2ccccc2O)n1 (configuration not stated) | -4 | / | -14 | 1 | -0.7 | -8 | 1 | 1 | -40
Cc1ccccc1NC(=O)CNc1ccccc1C(=O)NCc1ccco1 | -3 | 3 | 16 | 2 | 3.0 | -6 | 4 | 10 | 5
Cc1nn(-c2ccccc2)c(N)c1C(c1ccc(C(C)C)cc1)c1c(C)nn(-c2ccccc2)c1N | 3 | -3 | 14 | 7 | -0.3 | -10 | -9 | -10 | 16

Seven entries picked at random from those above, as already listed:
SMILES | Ba/F3 V617F tox | NPY Y1 blocker | NPY-Y1 PAM-ag | BaF3 tox | S1P4 ag | RBBP9 inh | Runt-CBFb FRET | S1P4 antag | NPY-Y2 PAM-ag
CCC1CCC(NC2CCCCNC2=O)CC1 (configuration not stated) | 4 | -2 | 10 | 4 | 2.7 | -3 | 1 | -5 | 2
CCOC(=O)CNC(=O)CSc1nc(Cc2cccs2)nc2ccccc12 | -2 | 1 | -3 | 6 | -3.4 | -6 | 0 | -2 | -5
O=C(C1CCN(S(=O)(=O)c2ccccc2)CC1)N(CCc1ccccc1)Cc1ccco1 | 0 | 5 | 23 | 5 | 2.1 | -9 | -1 | -1 | 5
O=C(/C=C/Nc1ccc(F)c(Cl)c1)c1ccco1 | 7 | -4 | -5 | 5 | 1.9 | 0 | 21 | -6 | -8
Cc1ccccc1NC(=O)CNc1ccccc1C(=O)NCc1ccco1 | -3 | 3 | 16 | 2 | 3.0 | -6 | 4 | 10 | 5
O=C(O)CC(CC(=O)Nc1ccc(F)c(Cl)c1)c1ccc(Cl)cc1Cl (configuration not stated) | -4 | / | -2 | 2 | -0.1 | -3 | -2 | -14 | -11
Cc1csc2nc(CNS(=O)(=O)N(C)C)cn12 | -4 | 2 | 26 | 10 | 0.2 | -10 | 2 | -12 | 5

(more compounds)
Molecule | Ba/F3 V617F tox | NPY Y1 blocker | NPY-Y1 PAM-ag | BaF3 tox | S1P4 ag | RBBP9 inh | Runt-CBFb FRET | S1P4 antag | NPY-Y2 PAM-ag
Cc1ccc(Nc2nc(N)c([N+](=O)[O-])c(NCc3ccco3)n2)cc1C | -3 | -1 | 19 | 2 | -0.8 | -5 | -6 | -9 | 18
CCC(=O)N1c2ccc(S(=O)(=O)CCC(=O)Nc3nccs3)cc2CC1C (configuration not stated) | -4 | 1 | 2 | 0 | 0.5 | -1 | 1 | -5 | -6
O=C(Cn1c(NCCCO)nc2ccccc21)c1ccc(Br)cc1 | -2 | 8 | 9 | 1 | 2.3 | -2 | -2 | -4 | -17
O=C(CC1(O)C(=O)c2ccccc2C1=O)c1ccccc1 | -3 | 8 | 19 | 2 | 4.7 | 9 | 0 | 4 | 11
O=C1/C(=C\c2cccnc2)SC(=S)N1c1ccc(F)cc1 | -3 | 1 | 15 | 5 | -0.1 | -6 | 14 | -4 | 7
CCC(=O)n1nc(NCc2ccccc2OC)nc1NCc1ccccc1OC | -6 | 13 | -31 | 1 | 0.1 | -1 | -2 | 2 | 3
CCCCCCCCOc1ccc(C2OC34CCCCC3C(C#N)(C#N)C2(C#N)C(=N)O4)cc1 (configuration not stated) | -2 | -2 | -6 | 1 | 1.8 | -7 | 25 | -24 | -4
Nc1ccnn1Cc1ccncc1 | -2 | 0 | 9 | -1 | 3.6 | -4 | 2 | -16 | -1

Assay outcomes: PubChem, several laboratories
